USP2a block = inhibitors of human ubiquitin-specific protease USP2a | O75604 | USP2 core, Ub-CHOP2 coupled fluorogenic reporter, 485/531 | Potency, µM (top dose mostly 38.3 µM), without a hit: at the top dose activity change, negative = inhibition, hits mostly inhibitors | 0.01% of 330,000 active | AID 463254;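 also: potency is read from the fitted curve at half-maximal effect; plate controls were DMSO wells for no effect and full inhibition by NEM control for full effect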
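USP2 core (10nM final) preincubated 30min RT with compound in 20mM Tris-HCl pH 8.0, 2mM CaCl2, 2mM beta-mercaptoethanol, 0.05% CHAPS; 25nM Ub-CHOP2 plus 25nM reporter substrate added, fluorescence (Ex485/Em531) read after 60min.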
TRPV1 agonist = human TRPV1 agonism. TRPV1-expressing cells, Fluo-8 calcium influx, agonist mode. Q8NER1. 0.19% of 320,000 active. activation, % at 8.33 µM; in the data active = activation above about 80%; inconclusive = between about 30% and that limit; also: 0% is about no effect
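TRPV1-expressing cells were cultured overnight at 35.5C and loaded with Fluo-8 calcium dye for 40 to 90 min at room temperature. After a 10 s baseline, compound was added and calcium influx was read kinetically for 3 min (ex 480/em 520 nm).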
KCNH2 WT inh = blocks the wildtype human KCNH2 potassium channel. U2OS, BacMam KCNH2, thallium flux FluxOr; active compounds read low. activity change, % at 1.84 µM. 0.37% of 340,000 active. Q12809;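 active = maximum activity change below -70%; inconclusive = maximum activity change between -70% and -50%; inactive = maximum activity change above -50%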; also: % is scaled to controls: 0 for no effect and ±100 for the full control effect
Target sequence (Q12809 whole entry, looked up): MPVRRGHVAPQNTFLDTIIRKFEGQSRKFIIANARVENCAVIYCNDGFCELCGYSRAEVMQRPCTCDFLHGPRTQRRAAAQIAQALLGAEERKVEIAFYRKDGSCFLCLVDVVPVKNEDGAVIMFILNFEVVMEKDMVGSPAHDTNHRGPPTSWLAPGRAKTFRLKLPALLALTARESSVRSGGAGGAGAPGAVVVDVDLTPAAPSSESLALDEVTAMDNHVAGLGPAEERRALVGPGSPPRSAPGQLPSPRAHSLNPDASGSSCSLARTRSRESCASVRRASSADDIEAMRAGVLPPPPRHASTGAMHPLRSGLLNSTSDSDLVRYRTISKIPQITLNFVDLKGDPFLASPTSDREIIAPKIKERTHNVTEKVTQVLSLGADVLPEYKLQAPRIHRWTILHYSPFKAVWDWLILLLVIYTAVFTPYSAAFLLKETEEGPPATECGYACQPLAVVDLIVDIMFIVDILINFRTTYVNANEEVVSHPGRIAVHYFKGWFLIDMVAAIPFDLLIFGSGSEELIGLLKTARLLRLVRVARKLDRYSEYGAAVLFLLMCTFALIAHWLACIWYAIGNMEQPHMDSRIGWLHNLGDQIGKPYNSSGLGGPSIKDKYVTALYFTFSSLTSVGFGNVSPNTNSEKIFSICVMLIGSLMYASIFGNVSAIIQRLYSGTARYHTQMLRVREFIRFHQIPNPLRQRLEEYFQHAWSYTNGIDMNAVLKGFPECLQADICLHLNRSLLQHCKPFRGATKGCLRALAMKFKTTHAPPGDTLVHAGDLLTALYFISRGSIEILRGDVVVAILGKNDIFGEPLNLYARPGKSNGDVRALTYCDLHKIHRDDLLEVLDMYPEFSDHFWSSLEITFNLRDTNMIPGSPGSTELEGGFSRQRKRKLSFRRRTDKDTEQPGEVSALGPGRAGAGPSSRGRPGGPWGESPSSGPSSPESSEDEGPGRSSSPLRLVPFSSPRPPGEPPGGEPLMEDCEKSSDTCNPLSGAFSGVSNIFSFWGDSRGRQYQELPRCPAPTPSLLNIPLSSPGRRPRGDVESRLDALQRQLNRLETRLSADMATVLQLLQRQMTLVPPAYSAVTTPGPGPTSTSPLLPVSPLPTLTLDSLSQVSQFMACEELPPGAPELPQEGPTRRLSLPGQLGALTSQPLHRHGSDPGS
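U2OS cells transduced with wild-type KCNH2 virus are loaded with FluxOr dye for 45 min, and thallium flux is measured in kinetic reads before and after stimulation buffer. Rate constants are normalized to DMSO controls.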
Eya2 phos inh = blocks the phosphatase activity of human Eya2. O00167. recombinant Eya2, OMFP fluorescence dephosphorylation (OMFP is methylfluorescein phosphate). Potency, µM (top dose mostly 76.9 µM), for the others: at the top dose activity, negative = inhibition, usual class: inhibitors. 0.006% of 330,000 active. AID 488837; also: potency is read from the fitted curve at half-maximal effect; % is scaled to controls: 0 for no effect and ±100 for the full control effect
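Eya2 (0.2 uM) preincubated 10 min at ambient with compound, then OMFP substrate added at 50 uM; 10 min reaction in 50 mM HEPES pH 7.5, 50 mM NaCl, 5 uM MgCl2, 0.05% BSA, 1 mM DTT. Fluorescence read at Ex 485/Em 525 nm.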
TSHR antag = antagonists of human thyroid stimulating hormone receptor | P16473 | TSHR-expressing cells, TSH-stimulated cAMP HTRF, 2 h; active compounds read low | activity change, negative = inhibition, % at 11.5 µM | 0.2% of 330,000 active | AID 504810;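 active = activity change below a set negative limit, meaning inhibition stronger than a set level, cut at about -70% in these data; inconclusive = activity change between two set negative limits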; also: % is scaled to controls: 0 for no effect and ±100 for the full control effect
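Competitive HTRF cAMP read-out (cryptate anti-cAMP antibody, cAMP-d2; 30 min, room temperature) in freshly harvested TSHR cells. Compounds added before TSH at EC80 (4nM final), followed by 2 hours' incubation at 37 deg C.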
A-T KAP1 phos = candidate therapy for ataxia-telangiectasia | Potency, µM (doses to about 57.5 µM), for inactives: at the highest dose activation, actives largely listed as activators | AID 485349 | […] A-T fibroblasts, KAP-1 phosphorylation AlphaLISA; neocarzinostatin DNA damage 30 min before lysis | 0.19% of 320,000 active; also: potency is read from the fitted curve at half-maximal effect; % of control where 0% means no effect; nearly all actives have a fitted effect of over 45% in size
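hTERT-immortalized A-T patient fibroblasts ([…]), 500 cells/well in OPTI-MEM, 1% FBS, got compounds for 60 min, then NCS for 30 min at 37C. Lysates were then assayed for phospho-KAP-1 by AlphaLISA (anti-pKAP1 donor, anti-KAP1 acceptor beads), 6 hr at 25C.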
TCR act = activators of T cell receptors. primary human leukocytes, anti-CD3, IL-2 HTRF, 48 h. Potency, µM (highest dose often 9.22 µM), for inactives: at the highest dose activation of IL-2 secretion, actives largely listed as activators. 330,000 tested, under 10 active; also: % of control where 0% means no effect
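IL-2 produced over 48 hr by a-CD3 bead-stimulated primary human leukocytes exposed to compounds was detected with a homogeneous time-resolved FRET immunoassay, 665nm acceptor signal after 320nm excitation.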
Mito fusion yeast = inhibitors of mitochondrial division or activators of mitochondrial fusion. S. cerevisiae fusion-defective mutant growth rescue, CellTiterGlo 48 h. Potency, µM (top dose mostly 46.1 µM), for inactives: top-dose growth rescue (activation), usual class: activators. AID 485298. 0.23% of 320,000 active;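 also: potency is read from the fitted curve at half-maximal effect; % of control where 0% means no effect; nearly all actives have a fitted effect of over 45% in size; temperature-sensitive fusion mutants such as fzo1-1 at 37 °C on non-fermentable ethanol glycerol medium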
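Temperature-sensitive fusion-defective S. cerevisiae (e.g. fzo1-1, mgm1-5) were grown with compound in YPEG medium (3% ethanol, 3% glycerol) for 48 hours at 37C. Growth rescue was measured as viability by CellTiterGlo luminescence after 10 minutes at ambient.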
KCNH2 3.1 block = KCNH2 3.1 (human) potassium channel inhibition; U2OS KCNH2 3.1, thallium flux FluxOr; active compounds read low; activity change, % (tested at about 1.8 µM); 0.95% of 340,000 active; AID 720553;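 active = maximum activity change below -70%; inconclusive = maximum activity change from -70% to -50%; inactive = maximum activity change above -50%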;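 also: thallium influx rate constant from kinetic fluorescence after stimulation buffer; % is scaled to controls: 0 for no effect and ±100 for the full control effect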
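We transduce U2OS cells with the mutant 3.1 virus, culture them overnight, load FluxOr with Red40 quencher for 45 min, then add stimulation buffer and read kinetically for 2 min to derive a normalized rate constant.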
ELG1 DNA repair = ELG1-dependent DNA repair inhibition; HEK293T ELG1-luciferase reporter, luminescence, 16 h; DNA damage induced by 5-fluorouridine; Potency, µM (top dose mostly 46.1 µM), without a hit: at the highest dose activity change, negative = inhibition, usual class: inhibitors; 2.3% of 330,000 active; AID 504467; also: potency is read from the fitted curve at half-maximal effect; % is scaled to controls: 0 for no effect and ±100 for the full control effect; nearly all actives have a fitted effect of over 55% in size
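Luminescence from the luciferase reporter, measured 30 min after ONE-Glo reagent at room temperature, was the read-out. Beforehand, 2,000 cells per well were exposed for 16 hr at 37 °C to 5-fluorouridine together with compound or vehicle.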
* marks the source's active call; other numbers are inactive results; ? = inconclusive; . = no result given; [ ] = dose if it differs, or a comment. Unless noted, calls follow the shape of the dose curve; as a rule, active = well fitted curve in the direction sought with a large enough effect; inconclusive = small, poorly fitted or top-dose-only effect, or another doubt; inactive = no such curve, though single readings can be large; an effect the other way counts as inactive or inconclusive. This is a subset; the hit share may differ from the screen's.

Preview (nine entries):
SMILES	USP2a block	TRPV1 agonist	KCNH2 WT inh	Eya2 phos inh	TSHR antag	A-T KAP1 phos	TCR act	Mito fusion yeast	KCNH2 3.1 block	ELG1 DNA repair
COC(=O)c1ccc(/C=N/N2CCN(Cc3ccccc3Cl)CC2)cc1	6%	3	-5	5%	-14	-12%	-2%	-1%	-7	-14%
CC(=O)N1/C(=C/c2ccc(N(C)C)cc2)C(=O)c2ccccc21	9%	22	-1	-15%	14	16%	-14%	0%	1	?
CCN(Cc1cnn(C)c1)Cc1nc(C2(c3ccc(C)cc3)CCCC2)no1	0%	?	-21	-3%	-15	-2%	-9%	19%	-7	10%
COC(=O)C(NC(C)=O)(Nc1nc2c(s1)CCCC2)C(F)(F)F (stereo not drawn)	4%	1	-10	-6%	1	7%	0%	-1%	-14	4%
COc1cccc(CN(Cc2ccccc2F)S(=O)(=O)c2ccc(S(=O)(=O)NCc3ccccc3)cc2)c1	3%	-5	-1	-3%	-2	11%	-1%[46.1 µM]	0%	-5	1%
COc1ccc(-c2sc3ccccc3c2C#CC2(O)CCCCC2)cc1	-9%	24	-9	-6%	56	32µM*	2%	?	12	19%
O=C(CSc1ncccn1)NCCC1=CCCCC1	1%	-6	6	22%	35	5%	-10%	3%	3	18%
NS(=O)(=O)c1ccc(CCNC(=O)C2CCN(S(=O)(=O)c3cccc4cccnc34)CC2)cc1	0%	3	-4	2%	1	0%	2%	18%	11	10%
COc1cc(CN2C(=O)C(NC(=O)c3ccco3)(C(F)(F)F)C3=C2CC(C)(C)CC3=O)cc(OC)c1 (stereo not drawn)	0%	2	3	-35%	-3	2%	2%	5%	-5	-7%

All compounds of this part, repeating the preview:
SMILES	USP2a block	TRPV1 agonist	KCNH2 WT inh	Eya2 phos inh	TSHR antag	A-T KAP1 phos	TCR act	Mito fusion yeast	KCNH2 3.1 block	ELG1 DNA repair
COC(=O)c1ccc(/C=N/N2CCN(Cc3ccccc3Cl)CC2)cc1	6%	3	-5	5%	-14	-12%	-2%	-1%	-7	-14%
CC(=O)N1/C(=C/c2ccc(N(C)C)cc2)C(=O)c2ccccc21	9%	22	-1	-15%	14	16%	-14%	0%	1	?
CCN(Cc1cnn(C)c1)Cc1nc(C2(c3ccc(C)cc3)CCCC2)no1	0%	?	-21	-3%	-15	-2%	-9%	19%	-7	10%
COC(=O)C(NC(C)=O)(Nc1nc2c(s1)CCCC2)C(F)(F)F (stereo not drawn)	4%	1	-10	-6%	1	7%	0%	-1%	-14	4%
COc1cccc(CN(Cc2ccccc2F)S(=O)(=O)c2ccc(S(=O)(=O)NCc3ccccc3)cc2)c1	3%	-5	-1	-3%	-2	11%	-1%[46.1 µM]	0%	-5	1%
COc1ccc(-c2sc3ccccc3c2C#CC2(O)CCCCC2)cc1	-9%	24	-9	-6%	56	32µM*	2%	?	12	19%
O=C(CSc1ncccn1)NCCC1=CCCCC1	1%	-6	6	22%	35	5%	-10%	3%	3	18%
NS(=O)(=O)c1ccc(CCNC(=O)C2CCN(S(=O)(=O)c3cccc4cccnc34)CC2)cc1	0%	3	-4	2%	1	0%	2%	18%	11	10%
COc1cc(CN2C(=O)C(NC(=O)c3ccco3)(C(F)(F)F)C3=C2CC(C)(C)CC3=O)cc(OC)c1 (stereo not drawn)	0%	2	3	-35%	-3	2%	2%	5%	-5	-7%
O=C(NCCc1ccccc1)c1ccc(CS(=O)(=O)Cc2ccccc2F)o1	1%	19	-2	21%	-16	1%	-1%	2%	-2	?
Cc1nc(SCc2nc3ccc(F)cc3[nH]2)c2oc3ccccc3c2n1	8%	.	.	6%	-1	-1%	-5%	.	.	?
C[C@H](NC(=O)c1ccccc1)C(=O)OCC(=O)Nc1ccc2c(c1)OCO2	-1%	-4	30	-26%	9	0%	2%	7%	-1	16%
COc1cccc(NC(=S)NNC(=O)Cn2nc(C(F)F)cc2C(F)F)c1	1%	-4	4	-3%	0	19%	-3%[46.1 µM]	0%	18	1%
CCCNC(=O)c1ccc2c(=O)c(O)c(-c3ccc(OC)cc3)[nH]c2c1	7%	1	-3	-10%	0	42%	5%	5%	-6	4%
c1ccc(-c2cn(C[C@H]3CC[C@@H]([C@@H]4CC[C@H](Cn5cc(-c6ccccn6)nn5)O4)O3)nn2)nc1	1%	-2	11	-6%	1	2%	3%	-2%	1	8%
COc1ccc(/C=C2/C(=O)N(c3ccccc3)N=C2C)c(OC)c1	6%	4	9	-4%	-6	9%	-17%	-3%	-8	2%
Cc1cc(C)c2c(c1)/C(=C/C(=O)c1ccc(Br)s1)C(=O)N2	-4%	-1	-13	20%	16	0%	-4%	0%	22	?
CCOc1ccc(C2C(C#N)=C(N)SC(N)=C2C#N)cc1OCC	2%	-3	-3	26%	7	0%	.	3%	6	?
Cc1ccc(NC(=O)CCN2CC(C)OC(C)C2)cc1C (stereo not drawn)	-2%	10	3	-19%	-2	-1%	-5%	1%	6	12%
COc1ccc(C(=O)N/N=C/c2sc3ccccc3c2O)cc1	9%	6	-10	18%	-14	-4%	-1%[46.1 µM]	-1%	-5	?
CN(C(=O)COC(=O)/C=C/c1ccc(Cl)c(Cl)c1)c1c(N)n(Cc2ccccc2)c(=O)[nH]c1=O	-1%	-2	-7	11%	4	1%	2%	-4%	1	-6%
CCCCn1c(-c2ccc(Cl)cc2)nc2c(=O)n(C)c(=O)[nH]c21	2%	.	-15	-6%	10	2%	1%	0%	37	11%
N#CCSc1nc2c(cc1C#N)CCCCCC2	-5%	3	23	-22%	20	16%	-2%	12%	-3	?
Cc1cc(C)c(OCCCCN2CCC(C)CC2)c(Br)c1	1%	3	47	22%	6	-1%	-1%	-4%	-27	?
COc1ccc(OC)c(/C=N/NC(=O)Cc2nc3ccccc3[nH]2)c1	-4%	-2	3	6%	19	.	13%[46.1 µM]	-6%	1	6%
CCSc1nnc(NC(=O)CCc2ccccc2)s1	3%	.	-5	12%	10	10%	-8%	-1%	1	?
COc1ccc(/C=N/N2CCN(c3ccccc3)CC2)cc1Br	-1%	-3	-5	0%	-9	-3%	-3%	1%	-3	-2%
O=C(Nc1ccccc1)NN1CC(=O)N(c2ccc(Cl)cc2)CC1=O	4%	2	-6	2%	0	1%	-4%	-1%	-14	2%
O=C(c1cccc(Cl)c1)N1CCC(N2CCC(C(=O)N3CCOCC3)CC2)CC1	-2%	-3	6	-2%	6	1%	-21%	-1%	1	1%
O=C(CCC1CCCCC1)NCCS(=O)(=O)N1CCN(c2ccccc2F)CC1	1%	27	3	-34%	-10	-7%	-3%	7%	4	-5%
COC(=O)c1cccc(NC(=O)CCCN2C(=O)NC3(CCCC3)C2=O)c1	1%	1	-20	21%	-1	4%	5%	-2%	-20	13%
N#Cc1ccc(NC(=O)Cn2cnc(S(=O)(=O)N3CCCC3)c2)cc1	1%	0	-4	11%	15	-7%	15%	-6%	-1	14%
COc1ccc(N2CCN(CCN3C(=O)c4ccccc4C3=O)CC2)cc1	1%	-2	-5	17%	2	5%	6%	-12%	24	-2%
CN(C)c1ccc(C(=S)N2CCN(c3ccc([N+](=O)[O-])cc3)CC2)cc1	2%	-2	-4	-4%	-22	14%	-2%	-1%	-9	-16%
COCCOC(=O)C1=C(C)NC2(O)c3ccccc3C(=O)C12O (stereo not drawn)	0%	-7	15	-2%	13	-1%	-7%	7%	31	?
C#CCOCCOCCOCCNc1nc(N2CCN(C(=O)CCCCCCCCCCNC(=O)[C@H]([C@@H](C)CC)n3cc(CCCCN=C(N)N)nn3)CC2)nc(N2CCN(C(=O)CCCCCCCCCCNC(=O)[C@H](CCCCN)n3cc(C)nn3)CC2)n1	?	-4	8	-15%	-1	-1%	12%	1%	-8	?
CC1(C)Cc2cccc(Oc3ccc(S(=O)(=O)N4CCCCC4)cn3)c2O1	3%	?	-12	-10%	-6	18%	-13%	5%	-8	?
O=c1c([N+](=O)[O-])c(O)c2cccc3c2n1CCC3	-6%	-1	-4	-3%	12	-11%	-5%	10%	18	3%
CC1CC(=NNC(=O)C2COc3ccccc3O2)CC(C)(C)C1 (stereo not drawn)	1%	.	-5	11%	.	9%	.	.	-11	25%
COc1ccc(Cn2c(-c3ccco3)nc3oc4ccccc4c(=O)c3c2=O)cc1	-1%	0	7	-5%	3	-1%	8%	-1%	25	?
CCCCOC(=O)Nc1nnc(-c2ccccc2OC)s1	4%	6	2	-5%	1	3%	-3%	-3%	8	?

High-throughput results (PubChem BioAssay)
